IMP-1 inh – blocks Pseudomonas aeruginosa IMP-1 metallo-beta-lactamase | inhibition, % at 5.6 µM | 290,000 tested, 0.45% active | purified IMP-1, nitrocefin hydrolysis, epi-absorbance fluorescence;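 active means inhibition above the mean plus 3 SD of all compounds in the same screening run, cut at about 4.5% in these data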;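 further: 0% = IMP-1 with DMSO and 100% = DMSO wells lacking enzyme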
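Test system: recombinant IMP-1 enzyme, purified / Medium: HEPES buffer pH 7.1 with ZnSO4 and Brij 35 / Doses: single dose, 5.6 µM / Times: 25 °C, 15 min preincubation, 25 min reaction / Detection: Epi-absorbance via hydrolysed-nitrocefin quenching of white-plate fluorescence, 480/530 nm, EDTA stop / Evaluation: percent inhibition from optical density relative to buffer-blank wells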
M18AAP inhibitor – blocks P. falciparum M18 aspartyl aminopeptidase | recombinant PfM18AAP, H-Glu-NHMec fluorogenic cleavage | inhibition, % at 7.35 µM | 290,000 tested, 1.2% active | AID 1822;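 active means inhibition above the campaign mean inhibition over all tested compounds plus 3 SD, cut at about 28% in these data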;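 further: 0% = plate median of test compound wells and 100% = 2 mM ZnCl2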
DNA FID counter – displaces DNA intercalator in HCV helicase counter-screen; AID 1845; DNA fluorescent intercalator displacement, fluorescence; inhibition, % at 7.9 µM; 290,000 tested, 0.17% active; in the data active means inhibition above about 37%;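 further: 0% = vehicle and 100% = reference compound; higher means more ethidium bromide displaced from hairpin DNA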
SUMO HTRF inh – blocks human SUMOylation mediated by UBC9; AID 2006; HTRF SUMOylation assay, SAE1/SAE2 + UBC9, in vitro; P63279; inhibition, % at 35 µM; 290,000 tested, 0.36% active; in the data active means inhibition above about 50%, passing the limit was not always enough; further: strong numbers were not always called active
Target sequence (P63279 whole entry, looked up): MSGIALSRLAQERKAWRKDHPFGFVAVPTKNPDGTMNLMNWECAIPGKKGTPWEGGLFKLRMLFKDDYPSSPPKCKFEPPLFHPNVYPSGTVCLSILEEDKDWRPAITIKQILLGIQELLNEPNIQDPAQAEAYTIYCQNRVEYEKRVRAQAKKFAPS
MEKK2wt PB1 HTS – raises or lowers MEK5 binding to wildtype human MEKK2 PB1 domain; Q9Y2U5; bead flow cytometry, Alexa488-MEK5 binding to MEKK2 WT; actives lie on both sides; binding response (% of control), % at 10 µM; 290,000 tested, 1.1% active; in the data active means binding response below about 67% or above about 130%
VIM-2 inhibitor – blocks Pseudomonas aeruginosa VIM-2 metallo-beta-lactamase; 290,000 tested, 0.89% active; purified VIM-2, nitrocefin hydrolysis, epi-absorbance fluorescence; inhibition, % at 5.6 µM;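 active means inhibition above the mean of all tested compounds plus 3 SD, cutoff set per screening run, cut at about 7.5% in these data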;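 further: red hydrolysis product quenches plate fluorescence so inhibitors raise well fluorescence; 0% = enzyme with DMSO and 100% = DMSO without enzyme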
MEKK2mut PB1 HTS – signal of MEK5 binding to mutant human MEKK2 PB1 domain; bead flow cytometry, Alexa488-MEK5 binding to MEKK2 mutant; percent response, % at 10 µM; 290,000 tested, 0.35% active; in the data active means percent response above about 24%, passing the limit was not always enough; further: inactives centre near 1; some results filed as inactive read as strong as hits
NS3 helicase inh – blocks Hepatitis C virus NS3 helicase unwinding. NS3 helicase DNA unwinding, Cy5 molecular beacon fluorescence. inhibition, % at 10.9 µM. 290,000 tested, 0.56% active. AID 1800;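 active means inhibition above the mean of all tested compounds plus 3 SD, set per campaign, cut at about 35% in these data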;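 further: 0% = DMSO wells and 100% = thioflavine S control wells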
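Assay system – hepatitis C virus NS3 helicase domain fragment enzyme · Buffer or medium – MOPS pH 6.5, MgCl2, DTT, Tween20, BSA · Reagent – Cy5/quencher beacon DNA duplex and ATP to start · Compound – single 10.9 µM dose · Timing – 1 h at 25 °C · Technique – Cy5 beacon fluorescence read at start and 1 h · Measure – % inhibition of unwinding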
NALP1 yeast inh – inhibitors of NALP1 inflammasome in yeast | S. cerevisiae NALP1/ASC/caspase-1 growth, X-gal OD620, 72 h | inhibition, % at 10 µM | 280,000 tested, 0.61% active | AID 2071; in the data active means inhibition mostly above about 24%, no sharp cut-off; inactive means mostly below about 32%; further: some compounds called inactive have numbers as strong as hits
* hit, by the source's call; · = no result given; [ ] = remark or other dose.

structure	IMP-1 inh	M18AAP inhibitor	DNA FID counter	SUMO HTRF inh	MEKK2wt PB1 HTS	VIM-2 inhibitor	MEKK2mut PB1 HTS	NS3 helicase inh	NALP1 yeast inh
COCc1c(CCl)cnc(C)c1O	-2.3	-13	6	9	88	0.9	-16	-13	-7
O=c1c2cn[nH]c2nc(SCc2c(F)cccc2F)n1-c1ccc(Cl)cc1	-3.6	2	-2	-48	90	-3.2	-8	-28	15
O=c1c2c(nc3cc(-c4ccc(F)cc4)[nH]n13)CCCC2	-3.3	-10	5	11	100	-2.2	10	-4	-25
CCOc1ccc(NC(=O)N(C2CCCC2)C2CCN(C(C)=O)CC2)cc1	-0.5	-3	0	0	85	-0.9	-10	7	0
COc1ccc(Cc2nnc(NC(=O)Cn3cnc4c3c(=O)n(C)c(=O)n4C)s2)cc1	-2.4	4	-18	2	100	-3.4	1	-1	2
Cc1ccc2cc(CN(C(=O)c3ccncc3)C(C)C)c(=O)[nH]c2c1	-1.7	5	-14	2	98	-1.8	8	4	-11
CCOc1ccc(-c2nc(N)ncc2Oc2ccc(OC)cc2)c(O)c1	-2.5	7	-13	-15	93	-1.5	-5	-23	-1
O=C(N/N=C/c1sc(N2CCOCC2)nc1-c1ccccc1)c1ccccc1O	-1.4	3	-18	-20	95	-3.9	-2	-1	29
Cc1ccc(NC(=O)CCc2ccc(C)o2)c(C)c1	2.0	-5	6	·	105	-0.4	-5	4	19
Cc1cccc(OCC(O)Cn2c(N3CCCCC3)nc3c2c(=O)[nH]c(=O)n3C)c1 (stereo not drawn)	0.2	-18	-30	21	106	0.8	-1	-3	8
CC1=NNC(=O)C1C(c1ccc(F)cc1)C(C#N)C#N (stereo not drawn)	-1.4	-3	0	·	97	-1.5	-4	-10	·
Cc1ccc2[nH]c(=O)c(CN(Cc3cccs3)C(=S)NCC3CCCO3)cc2c1 (stereo not drawn)	-1.1	-2	-14	-8	99	-2.0	0	-3	18
CN(Cc1ccccc1)C(=O)Cn1c(=O)oc2cc(S(=O)(=O)N3CCCC3)ccc21	-2.1	-1	-13	8	117	-2.2	9	-4	8
CCN(C(=S)Nc1cccnc1)c1ccccc1	-2.7	1	-1	-4	102	-2.5	2	4	32
CCOC(=O)c1ccc(NC(=O)CNC(=O)C23CC4CC(CC(C4)C2)C3)cc1	-3.3	-11	-22	16	107	1.4	4	-17	20
O=C(Nc1cccc2ncccc12)c1cc([N+](=O)[O-])ccc1Cl	-1.8	-4	2	-2	104	-0.9	2	-4	0
COc1ccccc1Nc1nc(Cl)c(C=O)s1	-1.1	1	-1	17	93	0.6	-5	-1	19
O=C(NCc1ccccc1Cl)C1CCN(S(=O)(=O)N2CCOCC2)CC1	-2.8	-4	-7	1	98	-2.3	0	-1	-2
Cc1cccn2c(=O)c(/C=N/O)c(N3CCCCC3)nc12	-4.2	1	1	21	·	-2.8	·	-3	26
O=C(NNC(=O)c1cc2ccccc2cc1O)Nc1ccc(F)cc1F	-2.6	22	-8	15	111	-2.9	7	-13	4

structure	IMP-1 inh	M18AAP inhibitor	DNA FID counter	SUMO HTRF inh	MEKK2wt PB1 HTS	VIM-2 inhibitor	MEKK2mut PB1 HTS	NS3 helicase inh	NALP1 yeast inh
CCCn1c(COc2ccccc2)nc2ccccc21	-1.4	5	-29	12	103	-1.5	4	-9	25
Cc1ccc2c(COC(=O)c3ccccc3Br)cc(=O)oc2c1	-0.6	1	-19	1	95	3.5	5	28	10
O=C(O)Cn1nnnc1SCC(=O)Nc1ccc(F)cc1F	-3.2	-8	0	7	99	-1.9	-4	8	10
O=C(COC(=O)CCC(=O)c1ccc(F)cc1)Nc1cccc(S(=O)(=O)N2CCOCC2)c1	-3.7	-4	-14	2	107	-2.1	3	13	1
COc1ccc(NC(=O)CCN2CCC(C)CC2)cc1	-5.3	8	0	8	101	-0.8	1	2	1
N#Cc1nc(-c2cccs2)oc1N1CCN(c2ccccc2)CC1	-1.0	2	-8	-6	103	-1.0	3	-2	35
CCOC(=O)CCCNC(=O)CSc1nc2ccc(OCC)cc2[nH]1	-0.4	-3	-9	-14	96	-1.9	-6	-12	-4
O=C(CCNC(=O)c1ccccc1Cl)Nc1ccccc1N1CCCC1	-0.7	16	-12	1	107	0.5	5	-14	2
Cc1ccc(NC(=O)C(=O)NCCCN2CCOCC2)c(C)c1	-3.6	2	0	-10	105	-3.5	5	8	·
CCOc1ccc(NC(=O)CS(=O)CC(=O)N(CC(=O)NC(C)(C)C)C2CCCC2)cc1 (stereo not drawn)	-3.9	3	-31	-3	102	-1.7	-1	-4	-8
COc1ccc2[nH]c(C)c(CCNC(=S)Nc3ccccc3C)c2c1	-4.3	2	-12	-10	99	-4.2	-4	-1	16
CC(=O)NNC(=O)CCC(=O)Nc1ccccc1	-2.1	-11	-1	-16	93	-0.6	-3	-5	14
COC(=O)C1CN(C(=O)C(C)Oc2ccc(C)c(C)c2)c2ccccc2O1 (stereo not drawn)	-2.1	0	-28	8	102	-1.7	-1	-7	19
COc1cc(OC)cc(C(=O)NCCN2CCOCC2)c1	-1.9	-3	7	-2	106	-3.2	-1	-3	26
O=C(CCn1c(=S)[nH]c2ccccc2c1=O)NCCc1ccc(Cl)cc1	-3.2	1	-11	14	105	-0.9	0	3	-7
CC(C)c1ccccc1NC(=O)C1C2C=CC(C2)C1C(=O)O (stereo not drawn)	1.0	0	-1	1	107	-0.6	2	9	16
Cc1ccc(N(C(=O)c2snc(C(N)=O)c2N)C(C(=O)NC2CCCC2)c2ccco2)cc1 (stereo not drawn)	-0.3	9	-27	-14	95	-1.7	-7	13	12
CC(=N\NC(=O)c1ccccc1)/C(=N/O)C(=O)Nc1ccccc1	-3.2	-3	-6	15	102	-5.2	8	6	18
CCCn1nc2cc(C(=O)NCc3ccc(OC(F)(F)F)cc3)ccc2c1OCC	-2.5	1	-16	-1	90	0.9	-6	-6	41
CCN1CCN(Cc2c3ccccc3cc3ccccc23)CC1	-1.2	-1	9	2	115	3.0	10	5	19

4 successive compounds already listed, for reference:
structure	IMP-1 inh	M18AAP inhibitor	DNA FID counter	SUMO HTRF inh	MEKK2wt PB1 HTS	VIM-2 inhibitor	MEKK2mut PB1 HTS	NS3 helicase inh	NALP1 yeast inh
CCOC(=O)CCCNC(=O)CSc1nc2ccc(OCC)cc2[nH]1	-0.4	-3	-9	-14	96	-1.9	-6	-12	-4
O=C(CCNC(=O)c1ccccc1Cl)Nc1ccccc1N1CCCC1	-0.7	16	-12	1	107	0.5	5	-14	2
Cc1ccc(NC(=O)C(=O)NCCCN2CCOCC2)c(C)c1	-3.6	2	0	-10	105	-3.5	5	8	·
CCOc1ccc(NC(=O)CS(=O)CC(=O)N(CC(=O)NC(C)(C)C)C2CCCC2)cc1 (stereo not drawn)	-3.9	3	-31	-3	102	-1.7	-1	-4	-8

(list continues)
structure	IMP-1 inh	M18AAP inhibitor	DNA FID counter	SUMO HTRF inh	MEKK2wt PB1 HTS	VIM-2 inhibitor	MEKK2mut PB1 HTS	NS3 helicase inh	NALP1 yeast inh
Cc1ccc(C(=O)Nc2nc(N)n(-c3ccccc3)n2)cc1	-1.1	-5	-5	16	96	-3.2	-12	-3	3
COc1ccc(C)cc1NC(=O)COC(=O)c1ccc(OCc2ccc(Cl)cc2Cl)c(OC)c1	-0.4	-7	-6	-2	93	-0.4	-2	8	22
CC(=O)c1cccc(N/C=C\c2nnnn2-c2ccc(F)cc2)c1	-2.7	-4	-4	-1	92	1.1	-3	-8	29
Cc1cc(C)nc(N2N=C(C(C)(C)C)CC2=O)n1	-1.2	17	-33	-23	105	-5.2	2	18	-4
CC1(C)CC(=O)c2sc(NC(=O)CCS(=O)(=O)c3ccccc3)nc2C1	-6.3	3	-8	7	108	-3.3	5	6	43
C=CCN1C(=O)CN=C1Nc1ccc(F)cc1	-2.4	1	-2	5	87	-1.3	-10	-13	-7
O=C(NC1CCCc2ccccc21)c1ccccc1Br (stereo not drawn)	-1.6	1	0	9	102	-1.7	-2	2	11
CCOc1ccc(NC(=O)C(C)Sc2nccn2C)cc1 (stereo not drawn)	-2.7	7	-9	0	101	0.0	4	11	0
COc1ccc2c(c1)C(=O)[C@@H](OC(=O)NCc1ccc3c(c1)OCO3)[C@H](c1ccc(OC)c(Br)c1)O2	-0.3	-5	-10	2	92	-1.1	-5	-17	18
O=C(/C=C/c1ccccc1)N1CCC(Cc2ccccc2)CC1	0.0	0	-27	8	·	3.6	·	-9	-11
CC1CC(C)CN(C(=O)c2ccc(S(=O)(=O)N3CCCC3)cc2)C1 (stereo not drawn)	-4.4	3	-40	1	108	-3.0	8	4	2
COC(=O)Cc1ccc(NC(=O)c2ccc(Br)o2)cc1	-3.7	4	-7	-2	102	-1.3	-1	2	-4
NC(=S)N/N=C/C=C/c1ccccc1	0.6	11	0	14	95	-3.1	1	7	25
O=c1c2cc(Br)cc(Br)c2oc2nc3n(c(=O)c12)CCCS3	-2.9	0	-8	22	·	-1.8	·	3	7
O=S(=O)(NC1=NCCCCCC1)c1cccs1	-0.2	0	-4	14	103	-0.9	2	5	7
O=S(=O)(c1ccccc1)N1N=C(c2cccs2)CC1c1cccc(O)c1 (stereo not drawn)	-0.8	11	-11	8	101	1.6	5	2	-1
O=C(COc1ccc(Cl)cc1)Nc1ccc2oc(-c3ccncc3)nc2c1	-1.0	-1	-9	13	107	-1.8	9	2	4
COc1cc(-c2nnc(-c3ccco3)o2)ccc1OCc1ccccc1	-1.3	4	-18	29	90	-1.1	-3	4	6
C/C(=N\Nc1ccccc1C)c1cccnc1	-4.6	14	2	-4	103	-2.6	4	4	12
COc1ccc(C2CC(c3cccs3)=NN2c2nc(C)c(C(C)=O)s2)cc1OC (stereo not drawn)	-3.1	10	-12	-1	63*[inhibitor]	-5.9	-4	-2	8

structure	IMP-1 inh	M18AAP inhibitor	DNA FID counter	SUMO HTRF inh	MEKK2wt PB1 HTS	VIM-2 inhibitor	MEKK2mut PB1 HTS	NS3 helicase inh	NALP1 yeast inh
Cc1ccc(OCc2nnc(SCC(=O)Nc3ncc(C)s3)o2)cc1	-1.0	26	-31	13	101	-2.1	15	11	7
Cc1cc(C)c(S(=O)(=O)/N=C2/C=C(Sc3ncn[nH]3)C(=O)c3ccccc32)cc1C	-3.2	40*	-5	90*	97	-1.8	0	18	31
O=C(CCNC(=O)c1ccc(Cl)cc1)Nc1ncccc1O	-1.4	0	-11	8	100	-3.2	1	0	4
O=C(Nc1ccccc1)c1ccc(F)c(S(=O)(=O)N2CCOCC2)c1	-2.5	-7	1	23	111	-3.2	5	3	3
COc1ccc(-c2nn(CCC#N)cc2/C=N/O)cc1OC	-2.1	2	-4	7	101	-3.3	-1	-5	6
CCNS(=O)(=O)c1ccc(CCC(=O)NCc2ccc(C)cc2)cc1	-4.2	-8	-6	8	95	-0.5	-6	-15	0
Cc1ccc(CNC(=O)CCc2ccc(S(=O)(=O)NC3CCCCC3)cc2)cc1	-2.8	-3	-18	6	100	-1.6	2	2	15
O=C(CCN1CCCCCC1)Nc1ccccc1F	-1.2	-4	-2	·	99	-2.9	4	3	·

High-throughput results from PubChem.
